# High-throughput results deposited in PubChem by National Center for Advancing Translational Sciences (NCATS).
# TDP1 inh: qHTS Assay for Inhibitors of Tyrosyl-DNA Phosphodiesterase (TDP1) | Tyrosyl-DNA phosphodiesterase 1 (Homo sapiens), Q9NUW8 | Potency, µM (top dose mostly 130 µM), inactives show at the highest dose activity change, negative = inhibition, actives largely listed as inhibitors | recombinant TDP1, AlphaScreen DNA substrate cleavage | actives 0.28% (n = 350,000); note: nearly all actives have a fitted effect of over 40% in size
#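 Enzyme-compound mixtures sat 15 min at room temperature, followed by a 5 min reaction with 15 nM final substrate and 10 min with AlphaScreen beads. Recombinant human Tdp1 was used at 1 nM final.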
# DT40 TDP1 no CPT: qHTS for Inhibitors of human tyrosyl-DNA phosphodiesterase 1 (TDP1): qHTS in cells in absence of CPT; DT40 Tdp1-/- hTDP1 cells, no CPT, ATP luminescence, 48 h; Potency, µM (doses to about 46.2 µM), for the others: at the top dose activity change, negative = growth inhibition, usual class: inhibitors; actives 15% (n = 420,000); note: nearly all actives have a fitted effect of over 55% in size
#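 Growth of hTDP1-complemented DT40 Tdp1-knockout cells is measured by ATP luminescence after at least 48 hr compound exposure at 37 °C, with DMSO substituting for the 20 nM CPT used in the parallel screen.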
# GCN5L2 inh: qHTS Assay for Inhibitors of GCN5L2. GCN5L2 HAT assay, ThioGlo1 CoA-SH fluorescence. Potency, µM (titrated, usually from 58.9 µM), for inactives: at the highest dose activity change, negative = inhibition, actives largely listed as inhibitors. actives 0.21% (n = 390,000)
# Target sequence (Q92830 whole entry, looked up): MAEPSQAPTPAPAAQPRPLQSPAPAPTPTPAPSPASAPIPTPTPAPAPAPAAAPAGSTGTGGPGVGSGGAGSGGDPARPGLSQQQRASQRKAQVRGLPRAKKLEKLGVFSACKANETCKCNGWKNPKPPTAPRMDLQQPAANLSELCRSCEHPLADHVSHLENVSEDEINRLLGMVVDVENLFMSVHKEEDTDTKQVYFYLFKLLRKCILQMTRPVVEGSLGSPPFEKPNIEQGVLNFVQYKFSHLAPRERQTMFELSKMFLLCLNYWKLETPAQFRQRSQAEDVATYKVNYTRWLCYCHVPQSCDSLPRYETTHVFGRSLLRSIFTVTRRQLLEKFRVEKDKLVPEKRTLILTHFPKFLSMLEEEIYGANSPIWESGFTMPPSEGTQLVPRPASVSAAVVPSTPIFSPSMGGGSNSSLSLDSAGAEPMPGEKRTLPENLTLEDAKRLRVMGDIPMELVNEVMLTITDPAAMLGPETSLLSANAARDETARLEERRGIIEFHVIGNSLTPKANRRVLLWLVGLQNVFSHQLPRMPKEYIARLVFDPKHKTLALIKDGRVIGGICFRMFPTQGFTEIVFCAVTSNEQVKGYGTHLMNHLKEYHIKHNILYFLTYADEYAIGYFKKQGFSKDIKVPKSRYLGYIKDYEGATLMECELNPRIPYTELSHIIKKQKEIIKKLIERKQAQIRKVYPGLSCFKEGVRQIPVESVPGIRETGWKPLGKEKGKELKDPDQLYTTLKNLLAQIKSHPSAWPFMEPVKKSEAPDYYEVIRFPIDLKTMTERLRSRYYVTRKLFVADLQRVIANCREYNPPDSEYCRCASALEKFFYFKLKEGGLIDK
#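 Free CoA generated was detected with ThioGlo1 (50uM) fluorescence at Ex340nm/Em540nm, read immediately and after 20 min at room temperature. Enzyme, 20 nM in HEPES pH 7.5 buffer, saw compounds 15 min before adding 75uM H3(1-25) peptide and 70uM acetyl-CoA.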
# The depositor's hits bear a star; ? = inconclusive; . = no result given; & = joins results of further samples; [ ] = dose if it differs, or a comment. Calls come from the whole dose curve; as a rule, active = well fitted curve in the direction sought with a large enough effect; inconclusive = small, poorly fitted or top-dose-only effect, or another doubt; inactive = no such curve, though single readings can be large; an effect the other way counts as inactive or inconclusive. % is set by controls: 0 for no effect and ±100 for the full control effect; potency is the fitted concentration of half-maximal effect. This is a subset, so the mix of outcomes need not match the whole.
# Order of results: DT40 TDP1 no CPT	TDP1 inh	GCN5L2 inh
> Cc1ccc(C)c(OC(=O)CN2C(=O)c3ccccc3C2=O)c1
→ 5%	.	-14%
> CC(C)(C)c1ccc(-c2cnco2)cc1
→ 24%	.	2%
> Cc1[nH]n(-c2ccccc2)c(=O)c1N=Nc1cccc(S(=O)(=O)N2CCOCC2)c1
→ -1%	8%	-7%
> C=Cc1ccc(Cn2c(C(=O)O)c(CNC3CCCC3)c3ccc(C)cc32)cc1
→ ?	8%	1%
> CC(=O)OC1COC(n2ccc3cc([N+](=O)[O-])ccc32)C(OC(C)=O)C1OC(C)=O (stereo unspecified)
→ -28%	0%	-2%
> N#Cc1c(-c2cccs2)cc(-c2ccccn2)nc1N
→ 5.8µM*	3%	-4%
> COC(=O)c1sccc1NC(=S)N1CCN(c2cccc(C)c2C)CC1
→ 23µM*	3%	-5%
> Cc1nc(SCC(=O)N2CCCc3ccccc32)c2oc3ccccc3c2n1
→ ?	4%	-2%
> NC(=S)Nc1cccc2[nH]ccc12
→ -10%	1%	-1%
> COc1cccc(CNC(=O)CCS(=O)(=O)c2ccc3c(c2)CC(C)N3C(=O)C2CC2)c1 (stereo unspecified)
→ -3%&-24%	5%&3%	-2%&-3%
> COc1ccc2c(c1OC)C(=O)N(c1ncn[nH]1)C2
→ 0%	7%	-1%
> CCOc1ccc(C(=O)NC(=S)Nc2ccc(NC(=O)CC)cc2)cc1[N+](=O)[O-]
→ -22%	2%	-2%
> COC(=O)CN1C(=O)CSc2ccc(S(=O)(=O)Nc3ccc(C(C)=O)cc3)cc21
→ -2%	7%	1%
> CCn1c(SCC(=O)NC)nnc1C(C)C
→ -17%	-3%	1%
> Cc1nn(CC(=O)c2ccc(Cl)s2)c(C)c1[N+](=O)[O-]
→ -9%	5%	-10%
> O=C(CSCc1ccccc1)N/N=C/c1ccc(OCC(=O)N2CCCCC2)cc1
→ -26%	7%	-1%
> Cc1ccc(OCCCC(=O)NNC(=O)c2ccncc2)cc1
→ 3%	.	1%
> CC(C)C(=O)c1cc2c(cc1NC(=O)Nc1cccc3ccccc13)OCCO2
→ .	2%	-14%
> O=C1C(=O)N(CNc2ccccn2)c2ccccc21
→ 1.6µM*	2%	-2%
> O=C(NCc1cccs1)C12CC3CC(CC(C3)C1)C2
→ -17%	0%	-2%

# Entries above that contain nitrogen in an aromatic ring (12):
# Order of results: DT40 TDP1 no CPT	TDP1 inh	GCN5L2 inh
> CC(C)(C)c1ccc(-c2cnco2)cc1
→ 24%	.	2%
> Cc1[nH]n(-c2ccccc2)c(=O)c1N=Nc1cccc(S(=O)(=O)N2CCOCC2)c1
→ -1%	8%	-7%
> C=Cc1ccc(Cn2c(C(=O)O)c(CNC3CCCC3)c3ccc(C)cc32)cc1
→ ?	8%	1%
> CC(=O)OC1COC(n2ccc3cc([N+](=O)[O-])ccc32)C(OC(C)=O)C1OC(C)=O (stereo unspecified)
→ -28%	0%	-2%
> N#Cc1c(-c2cccs2)cc(-c2ccccn2)nc1N
→ 5.8µM*	3%	-4%
> Cc1nc(SCC(=O)N2CCCc3ccccc32)c2oc3ccccc3c2n1
→ ?	4%	-2%
> NC(=S)Nc1cccc2[nH]ccc12
→ -10%	1%	-1%
> COc1ccc2c(c1OC)C(=O)N(c1ncn[nH]1)C2
→ 0%	7%	-1%
> CCn1c(SCC(=O)NC)nnc1C(C)C
→ -17%	-3%	1%
> Cc1nn(CC(=O)c2ccc(Cl)s2)c(C)c1[N+](=O)[O-]
→ -9%	5%	-10%
> Cc1ccc(OCCCC(=O)NNC(=O)c2ccncc2)cc1
→ 3%	.	1%
> O=C1C(=O)N(CNc2ccccn2)c2ccccc21
→ 1.6µM*	2%	-2%

# Additional compounds.
# Order of results: DT40 TDP1 no CPT	TDP1 inh	GCN5L2 inh
> O=C(NCC1COc2ccccc2O1)C1CCCN(S(=O)(=O)c2cccc3cccnc23)C1 (stereo unspecified)
→ ?	-5%	-3%
> Clc1ccc(-c2nnc(CNC3CC3)o2)cc1
→ ?	6%	7%
> CC(=O)c1ccc(N2CCN(C(=O)CCS(=O)(=O)c3ccc4c(c3)CCN4C(C)=O)CC2)cc1
→ ?	2%	-17%
> CCOC(=O)C1(CCOC)CCN(C(=O)c2ccccc2-c2cccc(C)c2)CC1
→ ?	-8%	0%
> Cc1ccc(C(=O)NCC(=O)OCC(=O)c2ccc3c(c2)OCCO3)cc1C
→ -5%	8%	-9%
> O=C(c1csc2c1CCCC2)N1CCCCC1
→ -5%	5%	-12%
> Cc1nc(-c2ccc(S(=O)(=O)Nc3ccc(S(N)(=O)=O)cc3)cc2)co1
→ 13%	2%	-5%
> Cc1cc(NC(=O)/C=C/c2cccc(Cl)c2)n(-c2nc3ccccc3[nH]2)n1
→ 12µM*	3%	1%
> CNC(=O)CC(=O)Nc1ccccc1C(=O)O
→ 1%	-5%	3%
> CCOC(=O)C1=C(CN2CCN(c3ccccc3OC)CC2)NC(=O)NC1c1ccccc1 (stereo unspecified)
→ ?	8%	-5%
> COCCn1nnnc1C(c1ccccc1)N1CCN(c2ccccc2)CC1 (stereo unspecified)
→ -5%	2%	-3%
> CC(C)(C)C1CCC(C(=O)Nc2ccccc2N2CCOCC2)CC1 (stereo unspecified)
→ ?	-4%[56.1 µM]	-9%
> N#CC(C(=O)Nc1ccc(Cl)cc1)=C1Nc2ccccc2N1
→ ?	6%	-1%
> Cc1cc(C)cc(-n2c(SCC(=O)Nc3ccc4c(c3)OCO4)nc3c([nH]c4ccccc43)c2=O)c1
→ -4%	5%	-9%
> COc1ccc(C2CC(=O)N(Cc3cccc(F)c3)c3ccccc3S2)cc1 (stereo unspecified)
→ .	-5%	-3%
> N#CCC(=O)Nc1sc2c(c1C(N)=O)CCCC2
→ -16%	5%	-3%
> CC1=CC2=NC(=O)CC(C)(C(=O)N(CC(=O)NC3CCCC3)c3ccccc3F)N2C=C1 (stereo unspecified)
→ -25%	3%	-3%
> COc1cc2nc(NC(=O)c3ccc(S(=O)(=O)N4CCOCC4)cc3)sc2cc1OC
→ -16%	5%	0%
> CCOCCCNC(=O)Cn1cnc2c(cnn2-c2ccc(OC)cc2)c1=O
→ -21%	.	-20%
> Cc1cccc(/C=N/NC(=O)Cc2cccs2)c1
→ -16%	2%	1%
> CCc1ccccc1S(=O)(=O)Cc1ccc(C(=O)NCCc2ccc(Cl)cc2)o1
→ 18µM*	5%	-16%
> C[C@]12c3[nH]c4ccccc4c3CCN1C(=O)C(CC(=O)NCCCn1ccnc1)C[C@@H]2C(=O)N1CCOCC1 (stereo partly specified)
→ 2%	2%	0%
> Cc1cccn2c(=O)cc(COc3cccc(NC(=O)Nc4cccc(Cl)c4)c3)nc12
→ -1%	3%	-6%
> NC(=O)C1CCN(C(=O)C2CCC(=O)N(CC3CCCCC3)C2)CC1 (stereo unspecified)
→ 2%	4%	-14%
> Cc1cc2cc(CCNS(C)(=O)=O)c(=O)[nH]c2cc1C
→ -16%	4%	-3%
> COCCSc1nnc(NC(=O)CS(=O)(=O)c2ccc(C)cc2)s1
→ -15%	1%[0.0935 µM]	0%
> O=C(Cc1c(F)cccc1Cl)Nc1ccc(S(=O)(=O)NCC2CCCO2)cc1 (stereo unspecified)
→ ?	-4%	-2%
> COc1ccc(C(=O)CSc2nnc(-c3ccco3)c(-c3ccco3)n2)cc1
→ -27%	-3%	-27%
> CCc1ccc(C(C)NC(=O)c2ccncc2)cc1 (stereo unspecified)
→ ?	2%	-2%
> O=c1[nH]c(=O)c2nnc(N/N=C/c3ccccc3F)nc2[nH]1
→ -2%	3%	2%
> CCOc1ccc(N(C(=O)c2cnccn2)C(C(=O)NC2CCCCC2)c2ccc(O)cc2)cc1 (stereo unspecified)
→ -20%	0%	-5%
> O=C(COc1ccc2c3c(c(=O)oc2c1)CCCC3)N1CCN(c2ccc(F)cc2)CC1
→ ?	3%	-29%
> COCCNC(=O)c1ccccc1NC(=O)c1nsc2ccccc12
→ ?	3%	-10%
> CCOC(=O)C1CCN(S(=O)(=O)CCNC(=O)c2cccc(OC)c2)CC1
→ 6%	.	0%
> O=S(=O)(Nc1ccc(N2CCOCC2)cc1)c1cc(Cl)ccc1Cl
→ 12µM*	.	-3%
> COc1ccc(C(=O)NCCS(=O)(=O)NC(C)c2ccccc2)cc1 (stereo unspecified)
→ -2%	2%	-6%
> COc1ccccc1NC(=O)NC1(C(=O)N2CCCCC2)CCCCC1
→ 5%	6%	-3%
> COc1ccc(NC(=O)c2ccc(COc3ccccc3)o2)cc1
→ ?	0%	?
> Nc1nonc1C(=Nc1ccccc1)NO
→ ?	1%	0%
> O=C(COC(=O)c1ccccc1Br)NCCN1C(=O)CSC1=O
→ -1%	8%	-2%
> O=C(COc1ccc([N+](=O)[O-])cc1)Nc1ccc2c(c1)CCC2
→ ?	0%	-7%
> CCO[C@@H]1OC(C(=O)NCc2ccccc2)=C[C@H](C)[C@H]1CCCO
→ -29%	5%	-1%
> COc1cccc(NC(=O)COC(=O)COc2cccc3c2OC(C)(C)C3)c1
→ -9%	6%	-23%
> COc1ccc(-n2nnc(-c3nsc(NC(=O)c4cccs4)n3)c2C)cc1OC
→ -28%	-13%	-8%
> Cc1ccc(S(=O)(=O)N2CCN(C(=O)C3Cc4ccccc4CN3C(=O)c3ccco3)CC2)cc1 (stereo unspecified)
→ -25%	6%	5%
> COc1ccc(N2CC(NC(=O)c3ccc(S(=O)(=O)N4CCCC4)cc3)CC2=O)cc1 (stereo unspecified)
→ 7%	3%	3%
> Cc1c(C(=O)OC(C)C)[nH]c2c1C(=O)CCC2
→ -16%	4%	-9%
> COc1ccc(OC)c(NC(=O)Cn2cc(C=O)c3ccccc32)c1
→ ?	0%	3%
> CC(=O)c1ccc(N2CCN(c3ccc(S(=O)(=O)NCCCN(C)C)cc3[N+](=O)[O-])CC2)cc1
→ 23µM*	5%	-19%
> CC(C)OP(=O)(OC(C)C)C(Nc1ccc(C(=O)O)cc1)c1ccccc1 (stereo unspecified)
→ 18%	0%	-8%
> CCN(CC)c1cc(NCCO)c([N+](=O)[O-])c2nonc12
→ -17%	4%	-4%
> Cc1ccc(-n2ncc3c(NCCCc4ccccc4)ncnc32)cc1C
→ ?	8%	2%
> Cc1ccnc(NC(=O)c2cc3ccccc3oc2=O)c1
→ 2%	5%	-17%
> CC1CCN(c2nc3c(N)ncnc3n2[C@@H]2O[C@H](CO)[C@@H](O)[C@H]2O)CC1
→ -6%	.	-12%
> CN(Cc1ccco1)c1nc(-c2cccnc2)nc2ccccc12
→ ?	.	-23%
> CCOC(=O)c1cnc(-n2nc(C)cc2C)nc1Nc1ccc(N(C)C)cc1
→ 1.8µM*	5%	-8%
> COc1ccc(Nc2nc(-c3cccc([N+](=O)[O-])c3)nc3ccccc23)c(OC)c1
→ 18µM*	5%	52%[activator]
> CN(C)/C=C(\C(=O)c1cccc(Cl)c1)c1nnnn1-c1ccccc1
→ -11%	5%	4%
> N#Cc1ccc(N2CCc3ccccc3C2)c([N+](=O)[O-])c1
→ 23µM*	6%	11%
> CCNc1ccc(S(=O)(=O)C(F)(F)F)cc1NC(=O)C12CCC(CC1)C2
→ -11%	-3%	-7%

# Carrying on:
# Order of results: DT40 TDP1 no CPT	TDP1 inh	GCN5L2 inh
> CCOC(=O)c1c(C)oc2nc(C)nc(N3CCN(c4cc(Cl)ccc4C)CC3)c12
→ 21µM*	-1%	0%
> CC(C)Sc1ccccc1C(=O)Nc1ccc2c(c1)n(C)c(=O)n2C
→ ?	.	-2%
> Cc1ccc(C(=O)C2OC(=O)C(C)(C)C(=O)C2(C)C)cc1 (stereo unspecified)
→ ?	0%	-3%
> CCCOc1ccc(-c2nnn(CC(=O)N3CCCC(C)C3)n2)cc1 (stereo unspecified)
→ ?	5%	11%
> O=C(CSc1nnc(-c2ccc(S(=O)(=O)N3CCOCC3)cc2)o1)c1ccccc1F
→ -8%	4%	3%
> O=C1CC(N2CCN(c3ccccn3)CC2)C(=O)N1CC(c1ccccc1)c1ccccc1 (stereo unspecified)
→ ?	4%	-20%
> O=C(O)c1nn(-c2cccc(Cl)c2)c(=O)cc1O
→ 14%	4%	-10%
> OCCCn1c(-c2ccccc2)nc(=S)c2c1CCCC2
→ 6%	9%	-7%
> O=C(C1CCCCC1)N1CCc2ccccc21
→ ?	4%	-6%
> COC(=O)CN(C(=S)Nc1ccc(F)cc1)C1CC(=O)N(c2ccccc2)C1=O (stereo unspecified)
→ -22%	-1%	40%[activator]
